Compound activity from PubChem.
IDH1 R132H inh: blocks human mutant IDH1 R132H enzyme; O75874; IDH1-R132H enzyme, NADPH consumption, diaphorase/resazurin fluorescence; Potency, µM (doses to about 76.6 µM), for the others: at the top dose activity change, negative = inhibition, usual class: inhibitors; 0.093% of 390,000 active; AID 602179; note: potency is the fitted concentration of half-maximal effect; % is set by controls: 0 for no effect and ±100 for the full control effect; nearly all actives have a fitted effect of over 65% in size
Target sequence (O75874 whole entry R132H, stated change not applied): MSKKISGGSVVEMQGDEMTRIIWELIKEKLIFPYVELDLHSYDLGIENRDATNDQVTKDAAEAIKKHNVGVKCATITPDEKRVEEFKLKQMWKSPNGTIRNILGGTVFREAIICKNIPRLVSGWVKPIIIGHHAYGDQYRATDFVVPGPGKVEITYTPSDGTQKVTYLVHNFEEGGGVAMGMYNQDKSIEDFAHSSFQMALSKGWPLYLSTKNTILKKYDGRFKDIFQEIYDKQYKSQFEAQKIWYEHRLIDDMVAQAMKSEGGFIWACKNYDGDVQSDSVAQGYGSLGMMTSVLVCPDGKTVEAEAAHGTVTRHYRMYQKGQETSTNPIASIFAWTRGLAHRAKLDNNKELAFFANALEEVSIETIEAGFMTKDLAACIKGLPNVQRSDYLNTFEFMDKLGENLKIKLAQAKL
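IDH1-R132H (0.5 ug/mL dispensed) in pH 7.5 Tris buffer was preincubated 30 min with compound, then given a substrate mix of 0.016 mM NADPH and 2 mM alpha-KG for 80 min at room temperature; remaining NADPH was read by diaphorase/resazurin fluorescence.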
TrxR1 substrate: is turned over as a substrate by rat TrxR1; O89049; purified TrxR1 substrate turnover, NADPH consumption readout; Potency, µM (series often up to 114 µM), inactives show top-dose activity change, negative = substrate turnover; 0.01% of 390,000 active; note: potency is the fitted concentration of half-maximal effect; % is set by controls: 0 for no effect and ±100 for the full control effect; nearly all actives have a fitted effect of over 50% in size
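Rat TrxR1, dispensed at 90 nM, was prereduced with 400 uM NADPH (final) for 5 min at ~22 deg C, then incubated with compound 15 min before 400 uM selenite. A first-read NADPH fluorescence drop versus no-compound background flagged substrates.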
TrxR1 inh: inhibitors of rat thioredoxin reductase 1; recombinant rTrxR1, NADPH fluorescence consumption, selenite substrate; Potency, µM (titrated, usually from 114 µM), for the others: at the highest dose activity change, negative = inhibition, actives largely listed as inhibitors; AID 588453; 1% of 390,000 active; note: potency is the fitted concentration of half-maximal effect; % is set by controls: 0 for no effect and ±100 for the full control effect; nearly all actives have a fitted effect of over 65% in size
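Rat TrxR1 (90 nM in the dispensed reagent) was pre-reduced with 400 uM NADPH for 5 min at room temperature, then incubated with compound for 15 min. After 400 uM selenite was added, NADPH fluorescence (Ex 340/Em 450 nm) was followed for 8 min.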
D2 agonist: activates the human D2 dopamine receptor; P14416; HEK293 T-REx D2 cells, calcium flux agonist mode; activation, % at 2 µM; 0.53% of 340,000 active; AID 485358;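 active = activation over 3 SD above normal in the single-dose calcium agonist read, cut at about 30% in these data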; note: 0% is about no effect
Target sequence (P14416 whole entry, looked up): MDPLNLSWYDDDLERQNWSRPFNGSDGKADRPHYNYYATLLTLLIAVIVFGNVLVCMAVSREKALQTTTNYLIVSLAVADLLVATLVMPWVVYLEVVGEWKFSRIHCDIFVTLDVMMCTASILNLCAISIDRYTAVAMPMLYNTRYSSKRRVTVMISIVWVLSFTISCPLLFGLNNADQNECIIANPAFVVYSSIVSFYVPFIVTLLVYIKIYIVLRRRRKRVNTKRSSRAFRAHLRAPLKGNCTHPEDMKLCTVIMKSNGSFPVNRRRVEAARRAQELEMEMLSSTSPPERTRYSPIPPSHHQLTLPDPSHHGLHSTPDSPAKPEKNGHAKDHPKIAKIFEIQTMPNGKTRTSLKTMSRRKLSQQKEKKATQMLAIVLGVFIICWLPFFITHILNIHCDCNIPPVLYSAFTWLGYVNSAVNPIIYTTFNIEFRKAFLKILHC
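Tetracycline-induced HEK293 Trex cells with D2 receptor force-coupled to calcium signaling, plated overnight at 30 C and loaded with no-wash calcium dye. Calcium flux read kinetically for 180 s after compound addition; responses flag agonists.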
TRHR agonist: TRH receptor (human) agonism. TRHR cells, calcium flux fluo-8, FDSS agonist mode. activation, % at 2 µM. 0.18% of 360,000 active. AID 493084; in the data active = activation above about 30%; note: 0% is about no effect
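Fluo-8-loaded TRHR cells; 10 s baseline, compound added, kinetic Ca2+ fluorescence read 1/s, agonist mode.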
PI4K2A inh: blocks human PI4K2A kinase activity; purified PI4K2A, ADP-Glo luminescence, 1 h; hits give low values; activity change, negative = inhibition, % at 76.9 µM; 0.13% of 420,000 active; AID 1346378; in the data active = activity change below about -50%; inconclusive = mostly about -30% to -49%;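 note: -100% = wells without enzyme as full effect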
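Compounds are screened against recombinant PI4K2A using PI as substrate and ATP, the latter dispensed at 300 microM. Reactions run one hour at ambient temperature before ADP-Glo detection; full inhibition defined by wells lacking enzyme.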
USP1 inh: inhibitors of human USP1/UAF1 deubiquitinase. recombinant USP1/UAF1, Ub-Rhodamine cleavage fluorescence. 0.23% of 390,000 active. Potency, µM (highest dose often 57.1 µM), for the others: top-dose activity change, negative = inhibition, actives largely listed as inhibitors. O94782; note: potency is the fitted concentration of half-maximal effect; % is set by controls: 0 for no effect and ±100 for the full control effect; nearly all actives have a fitted effect of over 60% in size; inactives centre near -12
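1 nM enzyme complex + cpd, 15 min RT; start with Ub-Rho 150nM final; kinetic fluorescence ex 480/em 540, 6 reads q60 s. Buffer 50mM HEPES pH 7.8, 0.5mM EDTA, 0.1 mg/ml BSA, 1mM TCEP, 0.01% Tween-20.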
D2 antag: D2 dopamine receptor (human) antagonism; HEK293 TREx D2 cells, calcium flux, dopamine EC80; 2% of 340,000 active; P14416; inhibition, % at 10 µM; in the data active = inhibition above about 30%; note: 0% is about no effect
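Calcium flux kinetic readout in an inducible HEK293 TREx D2 line plated overnight at 30 C. After 180 s compound exposure, an EC80 dopamine challenge follows with another 180 s kinetic read to detect antagonism.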
TRHR PAM: TRH receptor (human) allosteric enhancement; TRHR cells, fluo-8 calcium fluorescence, EC20 TRH enhancement; enhancement, % at 2 µM; P34981; 0.66% of 360,000 active; in the data active = enhancement above about 30%; note: 0% is about no effect
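TRHR-expressing cells loaded with fluo-8 calcium dye were read kinetically (ex 480/em 530) during compound addition, then stimulated with an EC20 of TRH (10 nM final). Enhancement of the Gq-mediated intracellular calcium response was scored.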
Numbers without * were called inactive; ? = inconclusive; / = not tested or not shown; [ ] = dose if it differs, or a comment. Unless noted, calls come from the whole dose curve; as a rule, active = well fitted inhibition curve with a large enough effect; inconclusive = small, poorly fitted or top-dose-only effect; inactive = no such curve, though single readings can be large or run the other way.

SMILES	IDH1 R132H inh	TrxR1 substrate	TrxR1 inh	D2 agonist	TRHR agonist	PI4K2A inh	USP1 inh	D2 antag	TRHR PAM
Cc1ccc(NC(=O)c2cccs2)cc1	4%	10%	25%	-1.0	0.9	-2	-15%	7	8
CC1(C(=O)O)Cc2ccccc2C(=O)O1 (stereo unspecified)	7%	-2%	0%	1.0	0.0	0	-5%	-4	-13
COc1cc2c(cc1OC)C(c1ccc(F)cc1)N(c1cccc(C#N)c1)C(=O)C2 (stereo unspecified)	-1%	-7%	5%	1.3	-0.3	-4	-15%	/	0
CCn1c(=N)n(CC(=O)C23CC4CC(CC(C4)C2)C3)c2ccccc21	13%	-6%	-5%	0.4	1.3	5	-2%	-11	3
Cc1cc(C)c2[nH]c(=O)c(=O)[nH]c2c1	0%	6%	-13%	0.5	0.1	2	-12%	20	0
Cc1nc2sc3c(c2c(=O)[nH]1)CCC3	-3%	-4%	7%	0.6	0.6	3	-20%	-20	9
Cc1ccc(S(=O)(=O)NCCSc2nnnn2-c2ccc(Cl)c(C(=O)O)c2)cc1	-2%	-4%	21%	-1.1	-4.0	1	-6%	/	1
O=C(Cn1cc(C(=O)C(F)(F)F)c2cc(Br)ccc21)N1CCOCC1	-4%	-6%	-1%	1.8	0.3	-1	2%	1	-8
c1cc2c(cc1C1=Nn3c(nnc3C3CCCCC3)SC1)OCO2	-4%	-16%	-22%	-2.0	-0.7	2	-3%	33*	-2
COc1ccc(NC(=O)COC(=O)c2ccc(-n3cnnn3)cc2)c([N+](=O)[O-])c1	8%	6%	25%	0.8	0.6	-3	-22%	1	0
CN(C)c1ccc(C(=O)Nc2ccc(S(=O)(=O)NC3=NCCCCC3)cc2)cc1	3%	18%[57.1 µM]	20%[57.1 µM]	0.0	-0.9	-2	-4%	-17	13
CCCOc1ccc(CCc2n[nH]c(=S)n2Cc2ccccc2)cc1	4%	-2%	-2%	/	-0.2	-7	?	/	-3
O=C1CSc2ccc(S(=O)(=O)NCc3ccccc3)cc2N1	4%	1%	24%	0.0	-0.3	1	-12%	-8	-3
Cc1nc2cc(-c3ccccc3)nn2c(C)c1CCC(=O)Nc1ccc(F)cc1F	12%	88%[activator]	-31%	0.7	0.9	-7	-2%	/	1
COc1cc(OC)cc(-c2c(C#Cc3ccsc3)c3cc(-c4cccc5[nH]ccc45)ccc3n2C)c1	-14%	23%[57.1 µM]	18%[57.1 µM]	0.9	-0.3	4	-31%	2	-4
CCOc1ccccc1OCCCC(=O)N(CC)CC(=O)Nc1ccc(NC(C)=O)cc1	0%	6%	17%	0.4	0.1	1	-19%	-9	24
CCCN(CCO)CCCc1ccccc1	5%	2%	0%	0.4	-1.4	6	-10%	-3	13
CCCCCCn1c(SCCOC)nc2c1c(=O)[nH]c(=O)n2C	14%	5%[57.1 µM]	42%	0.3	-1.3	-16	-17%	2	-4
COC(=O)c1sccc1N/N=C/c1cccc(OC)c1O	12%	-7%	9%	-4.3	-0.4	-12	-10%	2	6
O=C1SCCC1NS(=O)(=O)c1ccccc1[N+](=O)[O-] (stereo unspecified)	-7%	-12%	-18%	/	0.6	-4	-9%	/	-1
C[C@@H]1C=C(C(=O)NCc2nc3ccccc3[nH]2)O[C@H](OCc2ccc(CO)cc2)C1	-20%	12%[57.1 µM]	22%[57.1 µM]	-1.1	-1.0	-6	-4%	-32	-6
CCc1ccccc1NC(=O)C1CCN(c2nn3c(=O)cc(C)nc3s2)CC1	0%	-10%	-14%	3.0	-0.4	3	-11%	/	-2
Cc1cc(=O)[nH]c(N/N=C/c2ccc(-c3ccc([N+](=O)[O-])cc3)o2)n1	-1%	7%	-3%	3.6	3.5	3	-19%	6	-2
N#CCCNc1ccc(OCCC#N)cc1	5%	-6%[57.1 µM]	12%	0.4	-0.1	5	-2%	-2	-9
CCOC(=O)CNC(=O)Cn1cnc2c(cnn2-c2ccc(C)cc2)c1=O	0%	11%[57.1 µM]	10%[57.1 µM]	-0.3	-0.2	-3	-20%	-5	-2

Compound profiles, as listed above. Order of screens: IDH1 R132H inh	TrxR1 substrate	TrxR1 inh	D2 agonist	TRHR agonist	PI4K2A inh	USP1 inh	D2 antag	TRHR PAM
`Cc1cc(=O)[nH]c(N/N=C/c2ccc(-c3ccc([N+](=O)[O-])cc3)o2)n1` across the screens: -1%	7%	-3%	3.6	3.5	3	-19%	6	-2
`CN(C)c1ccc(C(=O)Nc2ccc(S(=O)(=O)NC3=NCCCCC3)cc2)cc1` across the screens: 3%	18%[57.1 µM]	20%[57.1 µM]	0.0	-0.9	-2	-4%	-17	13
`Cc1cc(C)c2[nH]c(=O)c(=O)[nH]c2c1` across the screens: 0%	6%	-13%	0.5	0.1	2	-12%	20	0

(list continues)
SMILES	IDH1 R132H inh	TrxR1 substrate	TrxR1 inh	D2 agonist	TRHR agonist	PI4K2A inh	USP1 inh	D2 antag	TRHR PAM
CC(=O)n1cc([C@@H]2C=C(C(=O)O)O[C@H](OCc3ccc(CO)cc3)C2)c2ccccc21	-10%	8%[57.1 µM]	9%[57.1 µM]	0.1	-0.3	-3	-8%	-1	9
CC(C)(C)N(Cc1ccccc1)C(=O)COC(=O)/C=C/c1ccc2c(c1)OCO2	9%	6%	1%	0.4	0.5	-4	-14%	10	-4
O=C(c1ccco1)N1CCC(c2ccccc2)C1 (stereo unspecified)	1%	7%	-10%	0.1	0.2	-6	-8%	16	-9
O=C(COc1ccccc1O)N1CCN(C(=O)c2ccco2)CC1	14%	-3%	?	6.2	0.3	-1	6%	22	-4
O=C(Nc1ccccn1)N1CCOCC1	-1%	3%	9%	1.2	0.3	2	1%	1	48*
CCc1ccccc1NC(=O)N1CCN(C(=O)c2nsc3ccccc23)CC1	-17%	-2%[57.1 µM]	4%[57.1 µM]	0.3	-0.4	2	-31%	/	-13
O=S(=O)(c1ccc(F)c(F)c1)N1CCN(CCc2ccccc2)CC1	9%	23%	74%[activator]	-0.8	0.2	-10	-19%	0	-2
O=c1cc(O)c2ccccc2[nH]1	-11%	-14%	-11%	2.5	0.1	1	-10%	-1	-5
COc1ccc(C2CC(=O)C3=C(C2)Nc2ccccc2N(C(=O)CCC(=O)O)C3c2ccc(F)cc2)cc1 (stereo unspecified)	1%	3%	2%	0.4	0.2	-4	-10%	4	-4
COc1ccc(/C=C/C(=O)C23CC4CC(CC(C4)C2)C3)cc1CN1CCOCC1	12%	1%[57.1 µM]	30%[57.1 µM]	-0.4	-0.5	2	-8%	-2	3
O=C(Nc1c2c(nn1-c1ccc(F)cc1)CS(=O)C2)c1ccc(Br)o1 (stereo unspecified)	5%	-6%	?	0.1	0.4	6	-17%	13	0
CC(NC(=O)c1cccc(C(F)(F)F)c1)C(c1ccccc1)N1CCOCC1 (stereo unspecified)	1%	-2%[57.1 µM]	7%[57.1 µM]	-10	-2.2	4	8%	-29	1
O=C(NC1CCCc2ccccc21)c1cccnc1 (stereo unspecified)	2%	-2%	3%	0.7	0.6	6	-3%	-5	-8
C#CCOCCOCCOCCNc1nc(N2CCN(C(=O)Cn3cc(CC(C)O)nn3)CC2)nc(N2CCN(C(=O)[C@H]([C@@H](C)CC)n3cc(CCCN=C(N)N)nn3)CC2)n1 (stereo partly specified)	7%	3%	-5%	0.6	0.4	-8	-21%	0	22
CCn1c(CSCc2ccc(C)cc2)nnc1SCC(=O)NCc1ccccc1	-1%	-2%	-4%	/	/	2	-1%	/	/
C=CCn1c(SCC(=O)NC(C)(C)C)nnc1-c1ccccc1O	7%	2%	11%	0.5	0.3	7	-5%	-6	22
CCN(CC)c1ncnc2sc3c(c12)CCC3	5%	5%[57.1 µM]	13%[57.1 µM]	3.2	0.3	9	-3%	18	-7
COc1ccc(CCNC(=O)C(=O)Nc2ccccc2F)cc1	-3%	6%	-5%	-1.6	-1.0	0	-20%	/	0
Cc1cc(F)ccc1NS(=O)(=O)c1ccc(-n2cccn2)cc1	27%	-5%	25%	0.0	0.4	2	-16%	/	-1
O=C(Cn1c(=O)sc2ccccc21)Nc1nc2c(s1)CCCC2	2%	4%[11.4 µM]	7%	1.2	0.7	1	0%	-9	-5
CCOC(=O)C1(C)NC(c2ccccc2F)C2C(=O)N(CC)C(=O)C21 (stereo unspecified)	2%	5%[57.1 µM]	8%	-0.3	0.4	0	-25%	-19	6
Cc1noc(NS(=O)(=O)c2ccc(NC(=O)Cc3ccc([N+](=O)[O-])cc3)cc2)c1C	8%	2%	5%	-0.3	0.0	-7	-20%	-4	-6
Nc1ccc(-n2nc3ccccc3n2)cc1	1%	19%	-30%	/	/	4	-13%	/	/
CC(C)CC(NS(=O)(=O)c1cccc(C(=O)O)c1)C(=O)O (stereo unspecified)	3%	-3%[57.1 µM]	7%[57.1 µM]	-0.2	0.2	1	-13%	2	-7
O=C(O)C1CCN(Cc2cnn(-c3ccccc3)c2-n2cccc2)CC1	1%	-4%	3%	/	/	4	-15%	/	/
Other records.
SMILES	IDH1 R132H inh	TrxR1 substrate	TrxR1 inh	D2 agonist	TRHR agonist	PI4K2A inh	USP1 inh	D2 antag	TRHR PAM
CC(C)c1ccc(OCc2ccc(C(=O)N3CCN(c4ccccn4)CC3)cc2)cc1	2%	-5%	3%	0.1	0.4	9	-4%	2	7
O=C1CN(C(=O)COC(=O)COc2ccc3c(c2)CCC3)c2ccccc2N1	1%	-5%	3%	0.2	-0.1	-2	4%	-5	-2
C/C(=N/NC(=O)CNC(=O)C(c1ccccc1)c1ccccc1)c1ccco1	7%	6%	13%	-0.5	0.0	4	-20%	15	-1
CCOc1ccc(CNC(=O)c2[nH]c3ccccc3c2Sc2ccc(C)cc2)cc1	21%	-2%	7%	/	-0.5	-7	-1%	/	-4
O=[N+]([O-])c1cccc(Cl)c1CSc1ccccn1	-1%	-5%	11%	-0.9	0.9	-2	-27%	15	-3
C[C@@H]1CN([C@@H](C)CO)C(=O)Cc2cc(NC(=O)C3CCCCC3)ccc2O[C@H]1CN(C)S(=O)(=O)c1ccccc1	?	6%[57.1 µM]	4%[57.1 µM]	/	/	4	-17%	/	/
Nc1nc(CSc2nc3ccccc3s2)nc(N2CCCCC2)n1	3%	-1%	9%	-1.8	-0.3	6	-29%	-25	-8
